UBC9 SUMO inh – blocks human SUMOylation mediated by UBC9; HTRF SUMOylation assay, SAE1/SAE2 + UBC9, in vitro; inhibition, % at 35 µM; 0.36% of 290,000 active; in the data active means inhibition above about 50%, passing the limit was not always enough; further: strong numbers were not always called active
Target sequence (P63279 whole entry, looked up): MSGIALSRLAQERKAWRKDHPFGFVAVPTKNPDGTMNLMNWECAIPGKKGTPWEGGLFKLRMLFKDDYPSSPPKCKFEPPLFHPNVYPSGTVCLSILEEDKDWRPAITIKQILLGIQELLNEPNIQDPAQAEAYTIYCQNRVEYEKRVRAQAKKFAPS
IDE inh – inhibitors of human insulin-degrading enzyme in cells | P14735 | HEK cells, FAbetaB cleavage, fluorescence polarization | inhibition, % at 5.59 µM | 0.41% of 320,000 active | AID 434962;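 active means percent inhibition above the average of all tested compounds plus 3 SD, set per screening campaign, cut at about 16% in these data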;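 further: IDE supplied by intact live HEK cells; FP after avidin binding of uncleaved biotin substrate so inhibition keeps polarization high; 0% = DMSO wells and 100% = 60 µM reference IDE inhibitor Ii1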
p-CIP stab down – compounds decreasing mouse p/CIP protein stability | Q05BA5 | F442A p/CIP-EGFP cells, EGFP fluorescence, 16 h | decrease of EGFP signal, % at 10 µM | 0.01% of 290,000 active | AID 1984;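 active means EGFP signal decrease of at least 30% at 10 µM or well 3 SD below plate mean, unless failing retest; inactive means the rest, including hits failing retest or dose response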; further: some compounds called inactive have numbers as strong as hits; many of its hits are not listed in these tables
IDE act – IDE (human) activation, cell-based; HEK cells, FAbeta-B cleavage, fluorescence polarization; 0% vehicle, 100% cell-free pure enzyme wells; 0.073% of 340,000 active; P14735; activation, % at 5.96 µM;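 active means activation above the mean of all tested compounds plus 3 SD, set per screening campaign, cut at about 17% in these data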
IMP-1 inh – blocks Pseudomonas aeruginosa IMP-1 metallo-beta-lactamase; purified IMP-1, nitrocefin hydrolysis, epi-absorbance fluorescence; inhibition, % at 5.6 µM; 0.45% of 290,000 active;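 active means inhibition above the mean plus 3 SD of all compounds in the same screening run, cut at about 4.5% in these data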;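 further: 0% = IMP-1 with DMSO and 100% = DMSO wells lacking enzyme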
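Assay system: purified recombinant IMP-1 beta-lactamase. Input: IMP-1 0.2 nM before substrate addition. Buffer or medium: Zinc- and detergent-supplemented HEPES buffer, pH 7.1. Schedule: 25 °C, 15 min preincubation, 25 min reaction. Signal: Epi-absorbance fluorescence, 480 nm excitation, 530 nm emission. Evaluation: percent inhibition from optical density relative to buffer-blank wells.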
HCV NS3 hel inh – blocks Hepatitis C virus NS3 helicase unwinding | inhibition, % at 10.9 µM | 0.56% of 290,000 active | NS3 helicase DNA unwinding, Cy5 molecular beacon fluorescence | AID 1800;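 active means inhibition above the mean of all tested compounds plus 3 SD, set per campaign, cut at about 35% in these data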;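 further: 0% = DMSO wells and 100% = thioflavine S control wells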
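Material: hepatitis C virus NS3 helicase domain fragment enzyme; measured by: Cy5 fluorescence, 0 and 60 min reads; control set: DMSO and thioflavine S; incubation: 60 min unwinding reaction at 25 °C after ATP addition; read-out basis: % inhibition from 60/0 min fluorescence ratio, DMSO 0%, thioflavine S 100%; repeats: singlicate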
GalR3 antagonist – blocks the human galanin receptor 3. AID 651719. HEK293 GalR3-CNG cAMP membrane potential fluorescence; galR3 body fused to GalR1 C-terminus. 0.44% of 360,000 active. inhibition, % at 3 µM;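 active means inhibition above the screen-wide average plus 3 SD, cut at about 13% in these data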;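 further: forskolin and galanin both at EC90 stimulate the cells; cAMP rise reported by CNG channel membrane potential dye signal; 0% = forskolin plus galanin with DMSO and 100% = forskolin alone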
Target sequence (O60755 1-299 limits assumed): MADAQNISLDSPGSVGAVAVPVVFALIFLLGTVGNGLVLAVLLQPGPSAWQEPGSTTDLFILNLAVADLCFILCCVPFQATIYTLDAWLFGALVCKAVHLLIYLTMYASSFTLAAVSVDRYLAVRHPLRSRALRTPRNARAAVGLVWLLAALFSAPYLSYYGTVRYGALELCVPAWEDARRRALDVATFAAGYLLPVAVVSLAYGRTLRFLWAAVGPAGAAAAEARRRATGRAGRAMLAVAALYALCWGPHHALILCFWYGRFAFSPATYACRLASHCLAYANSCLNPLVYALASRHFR
CRFBP-R2 block – antagonists of CRF-binding protein/CRF-R2 receptor complex. HEK293 CRF-R2/CRF-BP, CRF-induced calcium fluorescence. inhibition, % at 11.8 µM. 0.59% of 350,000 active. AID 588475;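 active means inhibition of the ligand-induced calcium signal above about 50% at the single tested concentration, limit read from the data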
VIM-2 inhibitor – inhibitors of Pseudomonas aeruginosa VIM-2 metallo-beta-lactamase | 0.89% of 290,000 active | inhibition, % at 5.6 µM | purified VIM-2, nitrocefin hydrolysis, epi-absorbance fluorescence | AID 1527;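 active means inhibition above the mean of all tested compounds plus 3 SD, cutoff set per screening run, cut at about 7.5% in these data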;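 further: red hydrolysis product quenches plate fluorescence so inhibitors raise well fluorescence; 0% = enzyme with DMSO and 100% = DMSO without enzyme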
* marks the source's active call; other numbers are inactive results; . = not tested or not shown.

Below each compound – IDE act, IDE inh, GalR3 antagonist, CRFBP-R2 block, HCV NS3 hel inh, VIM-2 inhibitor, UBC9 SUMO inh, IMP-1 inh, p-CIP stab down
1: c1ccc(-c2cc(-c3ccccc3)[nH]n2)cc1
 : 2, 0, -10, -10, -15, -2.1, 0, -1.8, 2
2: CCCc1cc(=O)[nH]c(SCC(=O)Nc2nc3ccc(OCC)cc3s2)n1
 : 8, 7, -5, 15, 18, -3.1, 27, -2.2, -12
3: CNS(=O)(=O)c1cc(NC(=O)c2cnc(SC)n2-c2ccccc2)ccc1C
 : 4, 4, -4, -1, -24, -3.9, -1, 1.5, -2
4: CC(C)c1ccc(NC2CCCN(C(=O)c3ccc(Cn4cnnn4)cc3)C2)cc1 (stereo unspecified)
 : -2, 2, -7, 6, 1, -0.3, 1, -0.9, -9
5: Fc1ccccc1N1CCN(CC2CC3C=CC2C3)CC1 (stereo unspecified)
 : 5, -2, -1, -31, -10, -6.2, 18, -4.4, -8
6: CN1C(=O)c2ccccc2C(C(=O)O)C1c1cccc(F)c1 (stereo unspecified)
 : -5, 6, -2, 10, -7, -0.3, 16, -4.4, -14
7: O=C(Nc1ccc(OC(F)(F)F)cc1)C1CCCN(C(=O)c2ccc(Cl)cc2)C1 (stereo unspecified)
 : 1, 3, -6, 3, ., ., ., ., .
8: CCCC(=O)Nc1ccc(Nc2ccccc2)cc1
 : 6, 1, 5, 8, 4, -2.1, 2, -0.6, -5
9: O=C(Nc1nnc(S(=O)(=O)N2CCCCCC2)s1)c1ccccc1
 : 5, -3, -6, 3, -8, 0.2, -4, -0.9, -8
10: COc1ccccc1N(CC(=O)Nc1ccccc1C)S(C)(=O)=O
 : -3, -4, -1, -10, -2, -0.8, -2, -2.9, -11
11: COc1ccc(C(CNC(=O)c2ccc(Cl)c(NC(=O)c3cccs3)c2)N2CCCC2)cc1 (stereo unspecified)
 : 3, -3, -5, -14, ., ., ., ., .
12: Cc1ccc(Cl)cc1NC(=O)CSc1nncn1-c1ccccn1
 : 2, 6, -9, 9, 1, -2.5, -5, -4.5, -8
13: CCCC(CCC)C(=O)Nc1cccc(C(=O)O)c1
 : 7, 0, ., 4, 1, -5.2, 21, -3.4, -2
14: Cc1ccc(NC(=O)CCC(=O)N/N=C/c2coc3ccccc3c2=O)cc1
 : 3, 3, 1, 7, 4, -3.4, 26, -3.0, 2
15: CCn1ncc(C2=NOC(C(=O)Nc3cccc(O)c3)C2)c1C (stereo unspecified)
 : -2, 11, -4, 12, -1, 0.4, 2, -0.9, 8
16: O=C(N/N=C/c1ccc(OCC(=O)N2CCCC2)cc1)C(=O)NC1CC1
 : 4, 3, -1, -9, -10, -0.7, 13, -1.9, 0
17: Cc1ccc(N(C(=O)CCCC(=O)Nc2ccccn2)C(C(=O)NC2CCCC2)c2ccc(O)cc2)cc1C (stereo unspecified)
 : 4, -4, -8, -6, -9, -2.2, 3, -1.3, -7
18: O=C(C/C=N\OCc1c(Cl)cccc1Cl)Oc1ccc(Cl)cc1Cl
 : 0, -2, -4, 15, 5, -2.1, 19, 12*, -3
19: N#C/C(=C\c1ccncc1)c1nc2ccccc2c(=O)[nH]1
 : 5, 8, -1, -39, 7, -0.1, 34, -3.9, 0
20: COC(=O)C1(Cc2ccc(O)cc2)OC(=O)C(O)=C1c1ccc(O)cc1 (stereo unspecified)
 : 5, -1, 3, 10, ., ., -18, ., -3

Entries listed so far shown as hits in IMP-1 inh.
Below each compound – IDE act, IDE inh, GalR3 antagonist, CRFBP-R2 block, HCV NS3 hel inh, VIM-2 inhibitor, UBC9 SUMO inh, IMP-1 inh, p-CIP stab down
18: O=C(C/C=N\OCc1c(Cl)cccc1Cl)Oc1ccc(Cl)cc1Cl
 : 0, -2, -4, 15, 5, -2.1, 19, 12*, -3

The list goes on:
Below each compound – IDE act, IDE inh, GalR3 antagonist, CRFBP-R2 block, HCV NS3 hel inh, VIM-2 inhibitor, UBC9 SUMO inh, IMP-1 inh, p-CIP stab down
21: Cc1ccc(NC(=O)Cc2noc3ccccc23)c(C)c1
 : 6, -4, 0, 8, 20, 1.3, 23, 1.5, -9
22: Cc1ccccc1C(=O)NCC(=O)OC(C)C(=O)Nc1ccnn1C(C)C (stereo unspecified)
 : 4, 0, -3, -5, ., ., ., ., .
23: CCOC(=O)C1CCCN(Cc2ccc(OC)c(OCc3ccccc3)c2)C1 (stereo unspecified)
 : 1, 1, -6, 5, -11, -4.2, 5, -2.6, -6
24: CC(C)CCNC(=O)C1c2ccccc2Oc2ccccc21
 : 6, 3, -11, 9, -2, -0.5, 6, -0.4, 6
25: O=C(CNc1ccccc1F)Nc1cccc2ccccc12
 : 2, 1, -8, 2, -3, 0.5, -17, -1.7, 11
26: CCOC(=O)CSc1nc2cc(C(=O)NCc3ccco3)ccc2c(=O)n1-c1ccc(F)cc1
 : -4, 7, ., -2, ., ., 1, ., 9
27: CCOC(=O)Cn1c2[n+](c3ccccc31)CC(O)CS2 (stereo unspecified)
 : 2, 2, 0, 2, 3, -2.6, 6, -3.1, 1
28: CCN(CC)S(=O)(=O)c1ccc(OC)c(NC(=O)c2cccs2)c1
 : 10, 1, -4, -4, -8, 1.0, -12, -3.5, -18
29: C=C(C)Cn1c(N2CCCC2)nc2c1c(=O)n(C)c(=O)n2C
 : -5, -2, -6, 9, -3, -1.1, -6, 0.1, -12
30: COc1cc2cc(CN(C(=O)NC3CCCCC3)C3CCCC3)c(=O)[nH]c2cc1OC
 : 9, 0, -1, 22, 1, 0.7, -8, 0.5, 3
31: Cc1cccc(OCC(O)CN2CC3(C)CC2CC(C)(C)C3)c1 (stereo unspecified)
 : 2, 2, -7, -11, -2, -4.4, 0, -2.6, -6
32: CC(C)(C)c1ccc(C(=O)NCCC(=O)N2CCCC2)cc1
 : -1, 0, -8, -3, 13, -3.2, 5, -3.9, -12
33: CC(C)CN(C(=O)CCCOc1ccc(Cl)cc1Cl)c1c(N)n(Cc2ccccc2)c(=O)[nH]c1=O
 : 0, -5, -6, 16, ., ., ., ., .
34: O=c1cc(NCc2ccc3c(c2)OCO3)[nH]c(=O)n1-c1ccc(Cl)cc1
 : 3, -2, -6, -33, -5, 1.2, 19, 0.0, -12
35: COc1ccc(OC)c(N(CC(=O)N2CCN(c3cc(Cl)ccc3C)CC2)S(C)(=O)=O)c1
 : 6, 7, -1, -15, -9, -4.0, -8, -2.3, 5
36: CC(/C=N/n1c(-c2ccccn2)n[nH]c1=S)=C\c1ccccc1
 : ., -1, -5, 0, 2, 1.7, 14, -3.8, -4
37: O=C1CC(c2ccco2)Cc2nc(Nc3ccc(F)cc3)ncc21 (stereo unspecified)
 : -7, 7, -7, -2, -7, -0.3, 21, -1.1, 1
38: O=C(CCc1ccccc1)NNC(=O)c1ccccc1Br
 : 4, 6, -3, -29, 8, -4.1, 0, -3.2, -11
39: COc1ccc(-c2cc(=O)oc3c(C)c(OCC(=O)NCCCn4ccnc4)ccc23)cc1
 : -11, 6, 0, -5, -104, 19*, 28, 38*, 2
40: COc1ccccc1N1CCN(/N=C/c2cc(OC)c(OC(C)=O)c(OC)c2)CC1
 : -5, -1, -4, 1, -2, 1.6, 5, -3.1, 6

Records 7 through 18 from above:
Below each compound – IDE act, IDE inh, GalR3 antagonist, CRFBP-R2 block, HCV NS3 hel inh, VIM-2 inhibitor, UBC9 SUMO inh, IMP-1 inh, p-CIP stab down
7: O=C(Nc1ccc(OC(F)(F)F)cc1)C1CCCN(C(=O)c2ccc(Cl)cc2)C1 (stereo unspecified)
 : 1, 3, -6, 3, ., ., ., ., .
8: CCCC(=O)Nc1ccc(Nc2ccccc2)cc1
 : 6, 1, 5, 8, 4, -2.1, 2, -0.6, -5
9: O=C(Nc1nnc(S(=O)(=O)N2CCCCCC2)s1)c1ccccc1
 : 5, -3, -6, 3, -8, 0.2, -4, -0.9, -8
10: COc1ccccc1N(CC(=O)Nc1ccccc1C)S(C)(=O)=O
 : -3, -4, -1, -10, -2, -0.8, -2, -2.9, -11
11: COc1ccc(C(CNC(=O)c2ccc(Cl)c(NC(=O)c3cccs3)c2)N2CCCC2)cc1 (stereo unspecified)
 : 3, -3, -5, -14, ., ., ., ., .
12: Cc1ccc(Cl)cc1NC(=O)CSc1nncn1-c1ccccn1
 : 2, 6, -9, 9, 1, -2.5, -5, -4.5, -8
13: CCCC(CCC)C(=O)Nc1cccc(C(=O)O)c1
 : 7, 0, ., 4, 1, -5.2, 21, -3.4, -2
14: Cc1ccc(NC(=O)CCC(=O)N/N=C/c2coc3ccccc3c2=O)cc1
 : 3, 3, 1, 7, 4, -3.4, 26, -3.0, 2
15: CCn1ncc(C2=NOC(C(=O)Nc3cccc(O)c3)C2)c1C (stereo unspecified)
 : -2, 11, -4, 12, -1, 0.4, 2, -0.9, 8
16: O=C(N/N=C/c1ccc(OCC(=O)N2CCCC2)cc1)C(=O)NC1CC1
 : 4, 3, -1, -9, -10, -0.7, 13, -1.9, 0
17: Cc1ccc(N(C(=O)CCCC(=O)Nc2ccccn2)C(C(=O)NC2CCCC2)c2ccc(O)cc2)cc1C (stereo unspecified)
 : 4, -4, -8, -6, -9, -2.2, 3, -1.3, -7
18: O=C(C/C=N\OCc1c(Cl)cccc1Cl)Oc1ccc(Cl)cc1Cl
 : 0, -2, -4, 15, 5, -2.1, 19, 12*, -3

(cont.)
Below each compound – IDE act, IDE inh, GalR3 antagonist, CRFBP-R2 block, HCV NS3 hel inh, VIM-2 inhibitor, UBC9 SUMO inh, IMP-1 inh, p-CIP stab down
41: O=C(Cc1ccc(-n2c(=O)c3sccc3n(Cc3ccc(F)cc3)c2=O)cc1)NCc1ccco1
 : -2, -2, 0, -10, 12, -4.8, 3, -6.3, -4
42: COc1ccc(/C=C/C(=O)c2ccc3c(c2)OCO3)c(OC)c1
 : 6, -5, -4, 7, 3, -4.3, 21, -2.2, -2
43: CC(C)CNC(=O)C(=O)NC1CCCC1
 : 6, -1, -4, 12, 2, -2.1, ., -1.9, .
44: CCOC(=O)C(C(C)=O)c1nc(C)nc2c1nnn2Cc1ccccc1Cl (stereo unspecified)
 : 4, ., -5, -17, 6, -2.4, 11, -1.4, 12
45: Cc1cc(C)c(C(N)=O)c(Nc2cccc(Cl)c2C)n1
 : 3, -5, -3, -1, 3, -3.7, 0, -3.4, 12
46: CC(C)c1ccc(NC(=O)NCc2ccccn2)cc1
 : 2, -2, -1, 1, -1, -2.2, 14, -2.4, -10
47: Cc1cc(C(=O)C(=O)N(C)C)c(C)n1-c1ccc(Cl)cc1
 : 7, -2, -3, -11, -15, 1.1, 2, -1.4, -3
48: COCCCn1c(SCC(=O)NC2CCCCC2)nnc1-c1ccncc1
 : 4, 2, -6, 8, 9, 1.4, -1, -0.6, 0

Screens deposited in PubChem BioAssay by several laboratories.
